Screens (PubChem BioAssay)
mABHD4 FP = ABHD4 (mouse) inhibition, primary FP screen; Q8VD66; purified mABHD4, FP-Rh probe fluorescence polarization; inhibition, % at 8.92 µM; 0.54% of 370,000 active; AID 720543;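 active means inhibition exceeding the mean over every tested compound plus 3 SD, cut at about 30% in these data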;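 further: 0% = plate median of compound wells and 100% = S159A mutant with DMSO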
Target sequence (Q8VD66 whole entry, looked up): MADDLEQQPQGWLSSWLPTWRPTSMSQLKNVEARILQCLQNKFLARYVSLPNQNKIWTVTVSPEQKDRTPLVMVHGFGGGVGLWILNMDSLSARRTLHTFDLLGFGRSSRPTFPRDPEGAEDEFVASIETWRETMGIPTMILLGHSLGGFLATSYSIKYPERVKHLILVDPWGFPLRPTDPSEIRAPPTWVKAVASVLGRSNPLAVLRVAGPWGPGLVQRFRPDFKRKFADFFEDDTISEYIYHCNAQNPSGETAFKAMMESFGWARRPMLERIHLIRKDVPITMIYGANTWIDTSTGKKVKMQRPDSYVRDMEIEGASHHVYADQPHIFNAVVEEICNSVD
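system = mouse ABHD4 enzyme, wild type | medium = HEPES pH 7.0, NaCl, Pluronic buffer | also added = FP-Rh probe | incubation = Enzyme–compound pre-incubation 45 min, then probe 60 min, both 25 °C | technique = fluorescence polarization, excitation 525 nm, emission 598 nm, BODIPY TMR filters | controls = S159A mutant high control, sample median low control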
LEDGF integ inh = blocks HIV-1 LEDGF/p75-dependent DNA integration; TR-FRET IN-LEDGF/p75 DNA integration, Eu/Cy5; inhibition, % at 3.7 µM; 0.64% of 370,000 active; AID 743269;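 active means inhibition above the screen-wide mean plus 3 SD, cut at about 13% in these data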;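 further: signal is the Cy5 over europium emission ratio at 671 and 618 nm; 0% = plate median of compound wells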
PG9 Ab binder = binds the HIV-1 gp120 antibody PG9. TR-FRET gp120-PG9 antibody binding. AID 624416. 0.43% of 360,000 active. inhibition, % at 6.7 µM; in the data active means inhibition above about 8.5%
SIAE primary = inhibitors of human sialic acid acetylesterase SIAE; Q9HAT2; SIAE FP-Rh probe binding, fluorescence polarization; inhibition, % at 9.66 µM; 0.69% of 370,000 active;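 active means inhibition above a cutoff: mean of compounds within the control limits plus 3 SD of those, cut at about 17% in these data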;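 further: 0% = plate median of compound wells and 100% = probe without SIAE protein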
Tn7 DDE FP = inhibitors of Tn7 peptide binding to human fibrin DD(E) | P02675 | FP displacement of FITC-Tn7 peptide from fibrin DD(E); 0% = median of compound wells per plate | inhibition, % at 8.3 µM | 0.13% of 370,000 active | AID 720508;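 active means inhibition above the mean of compounds falling within the control limits plus 3 SD of them, cut at about 14% in these data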;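 further: 0% = plate median of compound wells and 100% = 10 µM Aha-Tn7 peptide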
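Assay system: Human fibrin DD(E) protein | Medium: Tris buffer with calcium and detergent, pH 7.8 | Reagent: 0.1 µM fluorescent Tn7 | Compound dosing: Single point at 8.3 µM | Times: 10 min preincubation, 3 h with tracer, room temperature | Detection: Fluorescence polarization of the labelled Tn7 tracer | Controls: Aha-Tn7 high control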
PRMT1 inh = inhibitors of human PRMT1; recombinant PRMT1, activity-based probe fluorescence polarization; inhibition, % at 2.79 µM; 1.3% of 370,000 active;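 active means inhibition above about 21% made by adding two undisclosed values, limit read from the data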
Target sequence (Q99873 whole entry, looked up): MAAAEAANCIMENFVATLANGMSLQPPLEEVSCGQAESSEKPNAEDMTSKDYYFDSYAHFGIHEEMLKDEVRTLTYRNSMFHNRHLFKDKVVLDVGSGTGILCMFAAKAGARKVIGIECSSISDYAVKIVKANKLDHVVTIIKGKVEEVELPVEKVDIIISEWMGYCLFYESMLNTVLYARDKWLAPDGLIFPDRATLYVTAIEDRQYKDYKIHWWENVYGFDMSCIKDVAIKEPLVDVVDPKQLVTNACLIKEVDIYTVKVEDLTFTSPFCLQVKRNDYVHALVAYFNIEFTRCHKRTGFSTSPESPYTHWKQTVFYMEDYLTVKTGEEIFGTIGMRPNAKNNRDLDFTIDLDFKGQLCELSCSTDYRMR
UHRF1 MBD2 ctr = human UHRF1 methylated DNA binding inhibitors. inhibition, % at 4.4 µM. 0.75% of 370,000 active. UHRF1 binding to methylated oligo, TR-FRET. AID 687016; in the data active means inhibition above about 21%;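 further: UHRF1 SRA domain binding a hemimethylated CpG hairpin DNA probe; 0% = median of test compound wells and 100% = reference inhibitor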
TDP2 inh = blocks human TDP2 phosphodiesterase activity | AID 720702 | 0.34% of 370,000 active | inhibition, % at 12.8 µM | O95551 | recombinant TDP2, T5PNP hydrolysis, p-nitrophenol absorbance 415 nm;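 active means inhibition above the mean of all tested compounds plus 3 SD, set per campaign, cut at about 25% in these data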;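 further: 0% = DMSO with enzyme and 100% = buffer with substrate but no TDP2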
Target sequence (O95551 whole entry, looked up): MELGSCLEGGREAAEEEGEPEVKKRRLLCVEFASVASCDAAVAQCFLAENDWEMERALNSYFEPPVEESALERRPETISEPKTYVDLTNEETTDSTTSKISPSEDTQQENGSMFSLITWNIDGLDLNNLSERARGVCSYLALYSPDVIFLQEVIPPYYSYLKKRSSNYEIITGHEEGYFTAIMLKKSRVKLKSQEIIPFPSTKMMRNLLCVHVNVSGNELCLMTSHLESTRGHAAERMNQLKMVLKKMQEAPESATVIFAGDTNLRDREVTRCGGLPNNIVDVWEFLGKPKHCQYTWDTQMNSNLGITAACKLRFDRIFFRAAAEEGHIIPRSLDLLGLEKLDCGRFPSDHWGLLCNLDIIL
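System: recombinant human TDP2 / Amount: 120 nM TDP2 per well / Also added: 5 mM T5PNP chromogenic substrate / Doses: 12.8 µM single point, 1% DMSO / Incubation: 2 h at 37 °C / Detection: p-Nitrophenol epi absorbance / Evaluation: % inhibition relative to enzyme-containing and enzyme-free wells / Repeats: singlicate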
HTRA1 inhibitor = inhibitors of human serine peptidase HTRA1 | Q92743 | inhibition, % at 5.96 µM | recombinant HTRA1, FP-rhodamine activity-based probe, fluorescence polarization | AID 504803 | 0.5% of 340,000 active; in the data active means inhibition above about 36%;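 further: 0% = enzyme with DMSO and 100% = wells lacking enzyme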
TCR CD3 inh = human TCR-CD3 binding inhibition | TAMRA-labeled TCR probe fluorescence, biochemical | inhibition, % at 9.4 µM | 0.37% of 360,000 active; in the data active means inhibition above about 19%;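 further: recombinant mutant TCR 2C K166C tagged with TAMRA read by polarization; 0% = receptor in buffer alone and 100% = receptor with positive control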
The depositor's hits bear a star; x = no result given.

SMILES	mABHD4 FP	LEDGF integ inh	PG9 Ab binder	SIAE primary	Tn7 DDE FP	PRMT1 inh	UHRF1 MBD2 ctr	TDP2 inh	HTRA1 inhibitor	TCR CD3 inh
COc1ccc(-n2nc(C(=O)NCC(=O)N3CCC(C)CC3)c3ccccc3c2=O)cc1	-3	1	0.6	-3	-1	0	2	-17	2	-3
O=C(COC(=O)/C=C/c1ccc(OC(F)F)cc1)NC(=O)NCc1ccccc1	-1	-1	-2.3	7	-5	1	0	2	-6	-7
CC1=CSC2=NS(=O)(=O)CCN12	-3	-8	0.6	-1	-3	2	4	-4	2	-7
O=C(NCCc1cccnc1)c1cc(COc2ccc(F)cc2F)on1	3	-1	-0.4	1	-13	-2	5	-9	-1	-3
CCN(CC(=O)Nc1c(F)cccc1F)C(=O)Cc1ccc(OC)c(S(=O)(=O)N2CCOCC2)c1	2	2	-1.3	3	-5	-2	-3	4	-6	-1
O=c1c2ccccc2oc2cc(C#CC3(O)CCCCC3)ccc12	-25	0	-0.2	-5	-2	2	4	-14	-82	7
CCc1nccn1CCC(=O)N1CCCC(N2CCN(c3cccc(Cl)c3)CC2)C1 (centres undefined)	3	1	-1.8	6	8	-5	0	9	-1	2
C#Cc1ccc([C@@H]2C=C(C(=O)NCc3ccccc3)O[C@H](OCc3ccc(CO)cc3)C2)cc1	-19	2	-0.3	-16	9	6	3	4	-52	-1
O=c1c2ccccc2nnn1CSc1ccccc1F	-12	1	0.2	2	5	-4	-1	6	3	4
O=C(Cn1ccccc1=S)c1ccc(Cl)c(Cl)c1	1	-3	0.1	6	0	-1	0	3	x	-2
O=C(COC(=O)CN1C(=O)C2CCCCC2C1=O)Nc1c(Cl)cccc1Cl (centres undefined)	7	-3	2.7	0	9	1	-1	4	-2	1
CC(C)c1ccc(N2CCN(C(=O)c3ccccc3NC(=O)/C=C\C(=O)O)CC2)cc1	6	4	-3.4	4	3	17	1	0	2	-4
COC(=O)[C@@]1(Cc2ccc(OC)cc2)[C@H]2c3cc(C(=O)N4CCCC4)n(Cc4ccc(OC)c(OC)c4)c3C[C@H]2CN1C(=O)c1ccccc1	-14	2	-1.6	-7	-10	1	1	-11	x	-4
O=P(Cc1ccncc1)(c1ccccc1)c1ccccc1	4	-7	0.1	-2	2	1	-1	-1	9	-2
CCCn1c(SCC(=O)NNC(=O)c2ccc(C)cc2)nnc1C(C)C	2	-2	-0.5	-1	-5	3	-5	8	11	1
CCOC(=O)C1CCN(C(=O)c2c(C)oc3c2C(=O)c2ccccc2C3=O)CC1	17	12	6.0	5	8	16	4	18	3	1
Cn1c(=O)c2ncn(CC(=O)NCCOCc3ccccc3Cl)c2n(C)c1=O	-5	1	-0.5	-6	1	-1	-1	4	3	2
CCOC(=O)c1cnc2c(C#N)cnn2c1N	-2	1	1.2	3	-2	0	-4	-4	5	2
CCC(=O)N1c2ccc(S(=O)(=O)NCc3ccccc3)cc2CC1C (centres undefined)	-1	0	-0.8	7	4	0	-1	4	-5	2
COc1ccc(NC(=O)CCC(=O)N(Cc2ccc(OC)c(OC)c2)c2nccs2)c(OC)c1	-3	-1	-0.7	5	-13	0	0	8	5	3
N#CCC(=O)Nc1ccc(C(=O)OCC(=O)C23CC4CC(CC(C4)C2)C3)cc1	-12	-6	0.1	-24	8	1	0	0	-40	3
CC(=O)Nc1ccc(N2C(=O)CC(N3CCSCC3)C2=O)cc1 (centres undefined)	6	-1	-2.2	-1	-10	-1	5	1	0	-1
CCC(=O)N1CCc2cc(S(=O)(=O)CCC(=O)NCc3ccco3)ccc21	5	-7	-0.9	-2	7	4	3	-6	-1	-8
Cc1ncc([N+](=O)[O-])n1CC(=O)Nc1ccccc1F	5	-3	-0.5	-3	3	-1	4	3	4	-2
C=CCn1c(SCC(=O)N(CC)C2CCS(=O)(=O)C2)nc2cc(C(=O)O)ccc2c1=O (centres undefined)	0	3	-0.7	4	-8	1	-2	8	-2	8

Grouped by structure: the compounds so far with an aryl thioether with sulfur outside any ring
SMILES	mABHD4 FP	LEDGF integ inh	PG9 Ab binder	SIAE primary	Tn7 DDE FP	PRMT1 inh	UHRF1 MBD2 ctr	TDP2 inh	HTRA1 inhibitor	TCR CD3 inh
O=c1c2ccccc2nnn1CSc1ccccc1F	-12	1	0.2	2	5	-4	-1	6	3	4
CCCn1c(SCC(=O)NNC(=O)c2ccc(C)cc2)nnc1C(C)C	2	-2	-0.5	-1	-5	3	-5	8	11	1
C=CCn1c(SCC(=O)N(CC)C2CCS(=O)(=O)C2)nc2cc(C(=O)O)ccc2c1=O (centres undefined)	0	3	-0.7	4	-8	1	-2	8	-2	8

Only Tn7 DDE FP, for 2 of the compounds above:
mol	Tn7 DDE FP
CCC(=O)N1c2ccc(S(=O)(=O)NCc3ccccc3)cc2CC1C (centres undefined)	4
COc1ccc(NC(=O)CCC(=O)N(Cc2ccc(OC)c(OC)c2)c2nccs2)c(OC)c1	-13

(cont.)
SMILES	mABHD4 FP	LEDGF integ inh	PG9 Ab binder	SIAE primary	Tn7 DDE FP	PRMT1 inh	UHRF1 MBD2 ctr	TDP2 inh	HTRA1 inhibitor	TCR CD3 inh
COc1ccc(C(=O)C2CCCN(C(=O)C3=CCCC3)C2)cc1OC (centres undefined)	4	-5	1.0	0	-4	0	0	5	8	-5
CCN(CCCNc1ncnc2nc[nH]c12)c1cccc(C)c1	1	-2	3.5	9	1	9	-4	-4	5	-1
CCCCNC(=O)c1cnc2n(c1=O)CCS2	-3	-2	0.3	-3	3	3	-1	5	-5	0
COc1ccc(CNC(=O)CN(C2CCCCC2)S(C)(=O)=O)cc1	-1	1	-1.5	-1	3	1	0	-1	-3	6
c1cc[n+](CCC[n+]2ccccc2)cc1	0	-9	-0.7	4	-1	3	3	-8	3	0
O=C(NC1CCCCC1)C(c1ccc(C(F)(F)F)cc1)n1c(=O)c(-c2ccco2)nc2ccccc21 (centres undefined)	-12	0	0.4	-13	-9	29*	2	10	x	-1
CN1CCC(CNC(=O)Nc2ccccc2)(c2ccccc2)CC1	4	-2	1.0	-10	-2	3	1	-1	3	1
CCN1CSC(=S)N(Cc2ccccc2)C1	2	-3	-1.0	3	9	1	2	7	-1	-4
CCCCNC(=S)Nc1cc(S(=O)(=O)N2CCCCC2)ccc1C	-7	-3	0.5	0	2	-1	-1	-1	5	-2
COc1cc(NC(=O)C(C)C)ccc1NC(=O)c1cc2ccccc2o1	2	-4	-0.8	-10	2	2	0	10	-1	-7
CN1CCN(C(CNS(=O)(=O)c2ccc([N+](=O)[O-])cc2)c2ccc(F)cc2)CC1 (centres undefined)	3	2	-1.2	-2	0	-6	0	-15	-3	-2
Cn1c(-c2ccc(C=O)s2)nc2ccccc21	-8	2	2.6	-9	4	1	-3	-4	-3	-6
CCn1c(SCC(=O)N(C(C)C)C(C)C)nnc1-c1cc2ccccc2cc1O	3	-5	-0.7	-2	1	3	3	-4	5	5
O=C(CSc1ncnc2sccc12)Nc1ccccc1	-5	1	0.9	3	2	-5	-2	0	-2	5
CSc1sc(C(=O)Nc2ccc(F)cc2F)c2c1C=CCC2	-7	12	-2.9	5	-4	-1	-3	-13	x	3
Cn1c(=O)oc2cc(S(=O)(=O)N3CCCc4ccccc43)ccc21	1	-3	1.1	1	-4	-1	3	2	0	-14
O=C(O)c1nc(-c2ccccc2)c(C(=O)NC2CC2)[nH]1	6	-4	-1.9	-6	-2	3	0	1	x	-4
COc1cc(O)c(C(CC(=O)N2CCCC(C)C2)c2ccc3c(c2)OCO3)c(OC)c1 (centres undefined)	-1	1	-1.4	0	0	-1	5	9	2	3
COc1ccc(NC(=O)NNC(=O)CCc2ccc(O)c(O)c2)cc1OC	15	11	-3.0	7	-3	23*	2	7	10	8
O=C(NCC(=O)N(Cc1ccccc1)C(C(=O)NC1CCCC1)c1cccnc1)c1ccco1 (centres undefined)	6	0	0.9	0	3	-2	-1	10	6	0
Cc1nn(-c2ccccc2)c(=O)c2noc(C)c12	-5	0	-1.4	1	5	0	-1	13	8	1
O=C(Cc1ccc([N+](=O)[O-])cc1)NC1CCCCCC1	-3	-4	-2.2	-3	7	5	2	-10	0	-10
CN(C)c1ccc(C=c2c3cc([N+](=O)[O-])ccc3n3c2cc(-c2ccccc2)[n+]3C)cc1	78*	-4	-27	15	-2	12	15	-6	92*	57*
Cc1ccc(C(=O)Oc2oc(-c3ccccc3)nc2C=Nc2ccc(N(C)C)cc2)cc1	2	-1	-2.1	7	4	-2	-1	2	2	4
Cc1cc([N+](=O)[O-])ccc1NCc1cccc2ccccc12	-20	-1	-1.3	-9	-2	3	2	0	-36	-5

Additional structures.
SMILES	mABHD4 FP	LEDGF integ inh	PG9 Ab binder	SIAE primary	Tn7 DDE FP	PRMT1 inh	UHRF1 MBD2 ctr	TDP2 inh	HTRA1 inhibitor	TCR CD3 inh
CNc1nc(Cl)c(SC)c(NCc2cccc(OC)c2)n1	-1	4	-1.8	-1	-4	-1	1	-3	-16	7
Cc1nnc(Nc2ccccn2)c2ccccc12	1	2	-1.2	11	-3	1	-3	1	0	-1
O=C(Cn1ncc(Cl)c(Cl)c1=O)N1CCc2ccccc21	-5	6	0.0	2	-1	-1	-1	7	-3	5
CC(C)(C)c1ccc(/C=C/C(=O)Nc2ncccn2)cc1	-4	2	-0.6	-12	2	-2	-1	-3	-8	6
CCCc1nn2c(=O)cc(CSCC(=O)Nc3ccccc3)nc2s1	-1	1	-2.8	3	10	-6	2	3	6	5
COc1ccc(OCC2c3cc(OC)c(OC)cc3CCN2C(=O)C(C)C)cc1 (centres undefined)	7	-3	-0.7	3	3	2	0	3	1	-3
COCCn1c(SCC(=O)NCc2ccc(F)cc2)nc2ccccc21	-6	-1	1.2	3	-10	-4	5	-15	-1	-7
CC(C)(C)OC(=O)C[C@H]1C/C=C\C[C@H](CC(=O)N[C@H](CO)Cc2ccccc2)C(=O)N[C@H](Cc2ccccc2)COC1=O	6	1	0.3	6	6	-3	-1	-3	4	4
Nn1c(Cc2ccccc2F)nnc1SCn1nnc2ccccc2c1=O	-12	5	-0.4	2	-1	-4	1	-19	-2	2
NS(=O)(=O)c1cc(C(=O)NCCOc2ccccc2)c(Cl)cc1Cl	-12	-2	-0.3	1	2	-2	2	-3	2	6
Cc1ccc(CNS(=O)(=O)c2c(C)nc3scc(C)n3c2=O)cc1	-4	0	-0.4	3	-4	-2	-2	-10	4	0
Cc1c([N+](=O)[O-])c2ccc(O)cc2n1-c1ccccc1	-5	3	2.1	4	-6	0	1	-14	-2	-4
COc1ccc(OCC(=O)N2CCCC2=O)c([N+](=O)[O-])c1	-6	1	-1.9	-1	-2	-1	1	-5	1	4
CCOC(=O)c1cc(-c2csc(Nc3c(C)cc(C)cc3C)n2)on1	-19	11	-3.6	-1	-1	-5	-1	-18	-8	-3
O=C(N/N=C/c1cccc([N+](=O)[O-])c1)c1ccc(COc2ccccc2-c2ccccc2)cc1	-7	1	-1.2	-19	14	-3	3	10	-27	50*
